SIAH1 antagonists = Siah-1 peptide-binding antagonists, primary screen, biochemical, fluorescence polarization, rhodamine-plectin, uHTS (AID 1817) | E3 ubiquitin-protein ligase SIAH1 (Homo sapiens) | Siah-1 / rhodamine-plectin peptide fluorescence polarization; higher % means a stronger effect | displacement, % at 20 µM; hits with a dose series show IC50 in µM | 290,000 tested, 0.02% active;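 active = displacement of at least 50% at 20 µM, with a fluorescence ratio check between 0.3 and a set limit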;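 also: plate controls were Siah plus tracer with DMSO for no effect and tracer alone without Siah for full effect; strong numbers were not always called active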
human PMI inhibitors = human PMI inhibitors, high substrate, primary screen, biochemical, fluorescence intensity, high mannose 6-phosphate (AID 1220); one-dose inhibition, % at 20 µM; IC50 in µM for titrated hits; recombinant PMI enzyme, coupled fluorescence intensity; higher % means a stronger effect; 190,000 tested, 0.66% active
PMI inhibitors = inhibitors of human PMI, primary screen, biochemical, fluorescence intensity, coupled assay (AID 1209); one-dose inhibition, % at 20 µM; IC50 in µM for titrated hits; purified PMI enzyme, coupled fluorescence intensity; higher % means a stronger effect; 190,000 tested, 0.42% active;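 also: plate controls were DMSO vehicle for no effect and wells lacking substrate for full effect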
Salmonella PhoP GFP = inhibitors of PhoP regulon expression, primary screen, Salmonella Typhimurium, GFP reporter (AID 1863); S. Typhimurium PhoP-regulated promoter GFP reporter, 4 h; higher % means a stronger effect; inhibition, % at 50 µM, or IC50 in µM where a hit was titrated; 300,000 tested, 0.16% active;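 active = inhibition over 29.93%, a cutoff 3 SD above the screen mean, later confirmed by dose response; inconclusive = inhibition over 29.93% but no dose response follow-up; inactive = inhibition at most 29.93% or unconfirmed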;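 also: 0% = low Mg2+ inducing control and 100% = high Mg2+ repressing control; strong numbers were not always called active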
RSV CPE inhibition = RSV antiviral activity via CPE protection, HEp-2 cells, primary 10 µM value included (AID 2391). 310,000 tested, 0.13% active. CPE inhibition, % at 10 µM, or IC50 in µM where a hit was titrated. HEp-2 cells, RSV-induced CPE inhibition; higher % means a stronger effect; in the data active = a potency from the dose series; inconclusive = CPE inhibition mostly from about 23% at the one dose, without a potency; inactive = the rest, 99 in 100 with CPE inhibition below about 21%; also: strong numbers were not always called active
TNAP activators = human TNAP enzyme activators, primary screen, biochemical, luminescent, no phosphate acceptor, uHTS (AID 1001). purified TNAP, luminescent activation assay, no phosphate acceptor; higher activation fold means a stronger effect. activation fold at 20 µM; hits with a dose series show EC50 in µM. 200,000 tested, 0.03% active; in the data active = activation fold from about 3, or a potency from the dose series; inactive = the rest, 99 in 100 with activation fold below about 1.6; also: many of its hits are not listed in these tables
WT yeast gro inh = growth inhibition of WT strain, primary screen, mitochondrial fusion inhibitor project, WT and mutant strains, chemical genetic; inhibition, % at 10 µM; 190,000 tested, 2.1% active; AID 1362, 2008; mitochondrial fusion phenotypic screen; in the data active = inhibition above about 58%; tested in S. cerevisiae
XIAP displacement = XIAP antagonists, biochemical, IAP family, fluorescence polarization (AID 1018); XIAP BIR domain, fluorescence polarization peptide displacement; higher % means a stronger effect; E3 ubiquitin-protein ligase XIAP (Homo sapiens); 200,000 tested, 0.007% active; displacement, % at 20 µM; hits with a dose series show IC50 in µM; in the data active = displacement above about 50%; also: a part of the inactive calls stands beside numbers as strong as those of hits
Myeloid diff 2 = induction of myeloid progenitor differentiation, primary screen, cell-based, flow cytometry, MLPCN library; ER-HoxA9 myeloid progenitors, lysozyme-GFP differentiation; calls only at 10 µM; 360,000 tested, 1% active;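 active = normalized GFP-positive differentiation at or above the plate's own cutoff, the solvent-only control mean plus 3 SD; inconclusive = no clear call, values can overlap the other calls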;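 also: cells exposed to compound for four days before flow analysis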
WT yeast gro inh mutant strain = second read-out of WT yeast gro inh, no call of its own (marks repeat the call); inhibition, %; mitochondrial fusion phenotypic screen, mutant strain inhibition
Myeloid diff 2 GFP+ MAC1+ % = further read-out of Myeloid diff 2, marked with its call; GFP+ MAC1+ double positive, %; measured here: differentiation confirmed by MAC1 staining
An asterisk follows results filed as active. Rule as the data show it, unless noted: active = inhibition above about 50%; inactive = the rest. Hits appear at their usual frequency. Share with any hit: about 3.1%.

What do the screens show for `Cc1ccc(S(=O)(=O)NC2(C(F)(F)F)NC(=O)N(CCc3ccccc3)C2=O)cc1` (stereo not given)?
SIAH1 antagonists: 6%; human PMI inhibitors: -6%; PMI inhibitors: -2%; Salmonella PhoP GFP: 1%; RSV CPE inhibition: -1.0%; TNAP activators: 1; WT yeast gro inh: -14; XIAP displacement: -4.6%; Myeloid diff 2: inactive; WT yeast gro inh mutant strain: -8; Myeloid diff 2 GFP+ MAC1+ %: 0.7

Results for CN(C)CCCN(C(=O)c1ccc(S(=O)(=O)N2CCCCCC2)cc1)c1nc2ccc(F)cc2s1 ?
SIAH1 antagonists: 0%; Salmonella PhoP GFP: 2%; RSV CPE inhibition: 2.1%; Myeloid diff 2: inactive; Myeloid diff 2 GFP+ MAC1+ %: 0.9

What do the screens show for `Cc1ccc(NC(=O)CC(C)S(=O)(=O)c2ccc3c(c2)NC(=O)CO3)cc1C` (stereo not given)?
SIAH1 antagonists: -2%; Salmonella PhoP GFP: 1%; RSV CPE inhibition: 3.1%; Myeloid diff 2: inactive; Myeloid diff 2 GFP+ MAC1+ %: 3.6

Results for Fc1ccccc1C1c2[nH]c3ccccc3c2CCN1Cc1cccn1-c1ncccn1 (stereo not given) ?
SIAH1 antagonists: -1%; human PMI inhibitors: 19%; PMI inhibitors: 8%; Salmonella PhoP GFP: -1%; RSV CPE inhibition: 17%; TNAP activators: 1; WT yeast gro inh: 24; XIAP displacement: -8.3%; Myeloid diff 2: inactive; WT yeast gro inh mutant strain: 4; Myeloid diff 2 GFP+ MAC1+ %: 0.3

How did COC1C(C)=C(C)C(=O)N1Cc1ccc(F)cc1 (stereo not given) do in these assays?
SIAH1 antagonists: -8%; Salmonella PhoP GFP: 5%; RSV CPE inhibition: -0.8%; Myeloid diff 2: inactive; Myeloid diff 2 GFP+ MAC1+ %: 0.5

How did CCn1c(C(O)c2ccc3c(c2)OCO3)nc2ccccc21 (stereo not given) do in these assays?
SIAH1 antagonists: 0%; human PMI inhibitors: 15%; PMI inhibitors: 11%; Salmonella PhoP GFP: -10%; RSV CPE inhibition: -1.2%; TNAP activators: 1.1; WT yeast gro inh: -8; XIAP displacement: -1.9%; Myeloid diff 2: inactive; WT yeast gro inh mutant strain: -5; Myeloid diff 2 GFP+ MAC1+ %: 0.7

How did COC(=O)[C@@H]1CCCN1C(=O)CCc1nnc(CCc2c[nH]c3ccccc23)o1 do in these assays?
SIAH1 antagonists: 0%; human PMI inhibitors: 4%; PMI inhibitors: 3%; Salmonella PhoP GFP: 5%; RSV CPE inhibition: 0.9%; TNAP activators: 1.3; WT yeast gro inh: 19; XIAP displacement: -2.8%; Myeloid diff 2: inactive; WT yeast gro inh mutant strain: -4; Myeloid diff 2 GFP+ MAC1+ %: 0.2

How did O=C(NC1CC2CCCC(C1)N2S(=O)(=O)c1ccccc1)c1ccco1 (stereo not given) do in these assays?
SIAH1 antagonists: -3%; human PMI inhibitors: -2%; PMI inhibitors: -3%; Salmonella PhoP GFP: -2%; RSV CPE inhibition: -0.6%; TNAP activators: 1; WT yeast gro inh: 13; XIAP displacement: -1.6%; Myeloid diff 2: inactive; WT yeast gro inh mutant strain: -45; Myeloid diff 2 GFP+ MAC1+ %: 5.5

What do the screens show for `Fc1ccccc1/C=N/Nc1ncnc2nc[nH]c12`?
SIAH1 antagonists: -7%; human PMI inhibitors: 8%; PMI inhibitors: 13%; Salmonella PhoP GFP: 3%; RSV CPE inhibition: 0.0%; TNAP activators: 2.1; WT yeast gro inh: 5; XIAP displacement: -5.3%; Myeloid diff 2: inactive; WT yeast gro inh mutant strain: -6; Myeloid diff 2 GFP+ MAC1+ %: 2.7

What do the screens show for `CCOc1ccccc1NC(=O)c1ccc2c(c1)C(=O)N(CC)C2=O`?
SIAH1 antagonists: -3%; Salmonella PhoP GFP: 17%; RSV CPE inhibition: 0.2%; Myeloid diff 2: inactive; Myeloid diff 2 GFP+ MAC1+ %: 1.4

Results for COC(=O)CSc1nc2ccccc2n1CC(=O)N(C(C)C)C(C)C ?
SIAH1 antagonists: -2%; human PMI inhibitors: -3%; PMI inhibitors: -12%; Salmonella PhoP GFP: -13%; RSV CPE inhibition: 0.2%; TNAP activators: 1.1; WT yeast gro inh: -11; XIAP displacement: -5.4%; Myeloid diff 2: inactive; WT yeast gro inh mutant strain: 28; Myeloid diff 2 GFP+ MAC1+ %: 2.4

What do the screens show for `N=c1c2c(n(Cc3ccc(Br)cc3)c3c1CCC3)CCCC2`?
SIAH1 antagonists: 2%; human PMI inhibitors: -3%; PMI inhibitors: -12%; Salmonella PhoP GFP: 33%; RSV CPE inhibition: 8.7%; TNAP activators: 1; WT yeast gro inh: 58*; XIAP displacement: -9.2%; Myeloid diff 2: inactive; WT yeast gro inh mutant strain: 30*; Myeloid diff 2 GFP+ MAC1+ %: 0.6

Results for Cc1cc(NC(=O)CSc2nc3c(c(=O)n2-c2ccc(Br)cc2)SCC3)no1 ?
SIAH1 antagonists: 21%; human PMI inhibitors: -9%; PMI inhibitors: -14%; Salmonella PhoP GFP: -2%; RSV CPE inhibition: 0.0%; TNAP activators: 1.1; WT yeast gro inh: 10; XIAP displacement: -3.6%; Myeloid diff 2: inactive; WT yeast gro inh mutant strain: -11; Myeloid diff 2 GFP+ MAC1+ %: 1.4

How did N#CC1=C(N)Oc2n[nH]c(-c3ccccn3)c2C1c1c(F)cccc1Cl (stereo not given) do in these assays?
SIAH1 antagonists: -2%; human PMI inhibitors: -10%; PMI inhibitors: -9%; Salmonella PhoP GFP: -3%; RSV CPE inhibition: 0.9%; TNAP activators: 0.9; WT yeast gro inh: -1; XIAP displacement: -4.2%; Myeloid diff 2: inactive; WT yeast gro inh mutant strain: -4; Myeloid diff 2 GFP+ MAC1+ %: 2.8

Results for COc1ccccc1N1CC(O)=C(c2nc3ccccc3s2)C1=N ?
SIAH1 antagonists: -2%; human PMI inhibitors: 7%; PMI inhibitors: 8%; Salmonella PhoP GFP: -3%; RSV CPE inhibition: 7.4%; TNAP activators: 1.1; WT yeast gro inh: 0; XIAP displacement: -14%; Myeloid diff 2: inactive; WT yeast gro inh mutant strain: -9; Myeloid diff 2 GFP+ MAC1+ %: 0.5

How did O=C(Nc1nccs1)C1CC(=O)N(c2ccccc2)C1 (stereo not given) do in these assays?
SIAH1 antagonists: 1%; Salmonella PhoP GFP: -3%; RSV CPE inhibition: 1.4%; Myeloid diff 2: inactive; Myeloid diff 2 GFP+ MAC1+ %: 1.9

Results for CC(C)(C)C(=O)NC(NC(=S)Nc1sc2c(c1C#N)CCCC2)C(Cl)(Cl)Cl (stereo not given) ?
SIAH1 antagonists: 0%; human PMI inhibitors: 11%; PMI inhibitors: 19%; Salmonella PhoP GFP: -19%; RSV CPE inhibition: inconclusive; TNAP activators: 0.8; WT yeast gro inh: -1; XIAP displacement: -0.9%; Myeloid diff 2: inactive; WT yeast gro inh mutant strain: -4; Myeloid diff 2 GFP+ MAC1+ %: 1.8

How did CC(=O)Nc1ccc(N(C(=O)c2ccco2)C(C(=O)NC2CCCC2)c2ccc(N(C)C)cc2)cc1 (stereo not given) do in these assays?
SIAH1 antagonists: -2%; Salmonella PhoP GFP: 8%; RSV CPE inhibition: 1.1%; Myeloid diff 2: inactive; Myeloid diff 2 GFP+ MAC1+ %: 0.7

What do the screens show for `O=C(Cc1ccccc1)NC(=S)Nc1ccc2oc(-c3ccccc3)nc2c1`?
SIAH1 antagonists: 7%; human PMI inhibitors: 13%; PMI inhibitors: 14%; Salmonella PhoP GFP: -2%; RSV CPE inhibition: 2.3%; TNAP activators: 1.1; WT yeast gro inh: 15; XIAP displacement: -5.3%; WT yeast gro inh mutant strain: 0

What do the screens show for `O=C(N/C(=C/c1cccnc1)C(=O)N1CCOCC1)c1ccco1`?
SIAH1 antagonists: -2%; human PMI inhibitors: 2%; PMI inhibitors: 4%; Salmonella PhoP GFP: -8%; RSV CPE inhibition: 1.1%; TNAP activators: 1; WT yeast gro inh: -7; XIAP displacement: -2.8%; Myeloid diff 2: inactive; WT yeast gro inh mutant strain: -12; Myeloid diff 2 GFP+ MAC1+ %: 1.2

What do the screens show for `CCC(C)N1C(=O)CCC1C(=O)NCCc1ccc(Cl)cc1` (stereo not given)?
SIAH1 antagonists: 2%; Salmonella PhoP GFP: -2%; RSV CPE inhibition: 0.2%; Myeloid diff 2: inactive; Myeloid diff 2 GFP+ MAC1+ %: 0.5

What do the screens show for `N/C(=N\OC(=O)c1cc(Cl)ccc1Cl)c1cccnc1`?
SIAH1 antagonists: -1%; human PMI inhibitors: -1%; PMI inhibitors: -2%; Salmonella PhoP GFP: -8%; RSV CPE inhibition: 13%; TNAP activators: 1; WT yeast gro inh: 10; XIAP displacement: -4.4%; Myeloid diff 2: inactive; WT yeast gro inh mutant strain: 12; Myeloid diff 2 GFP+ MAC1+ %: 0.8

What do the screens show for `Cc1cccc(OCc2nc(-c3nonc3N)no2)c1C`?
SIAH1 antagonists: -5%; human PMI inhibitors: 21%; PMI inhibitors: 0%; Salmonella PhoP GFP: 2%; RSV CPE inhibition: 1.9%; TNAP activators: 1; WT yeast gro inh: -13; XIAP displacement: -7.1%; Myeloid diff 2: inactive; WT yeast gro inh mutant strain: 4; Myeloid diff 2 GFP+ MAC1+ %: 3.2

Results for CCOc1ccc2nc(SCc3ccc(C(=O)OC)o3)[nH]c2c1 ?
SIAH1 antagonists: -3%; human PMI inhibitors: 4%; PMI inhibitors: 10%; Salmonella PhoP GFP: 0%; RSV CPE inhibition: 0.9%; TNAP activators: 1.3; WT yeast gro inh: -7; XIAP displacement: -10%; Myeloid diff 2: inactive; WT yeast gro inh mutant strain: 0; Myeloid diff 2 GFP+ MAC1+ %: 0.6

2 entries drawn at random from those above:
What do the screens show for `N/C(=N\OC(=O)c1cc(Cl)ccc1Cl)c1cccnc1`?
SIAH1 antagonists: -1%; human PMI inhibitors: -1%; PMI inhibitors: -2%; Salmonella PhoP GFP: -8%; RSV CPE inhibition: 13%; TNAP activators: 1; WT yeast gro inh: 10; XIAP displacement: -4.4%; Myeloid diff 2: inactive; WT yeast gro inh mutant strain: 12; Myeloid diff 2 GFP+ MAC1+ %: 0.8

Results for CCOc1ccc2nc(SCc3ccc(C(=O)OC)o3)[nH]c2c1 ?
SIAH1 antagonists: -3%; human PMI inhibitors: 4%; PMI inhibitors: 10%; Salmonella PhoP GFP: 0%; RSV CPE inhibition: 0.9%; TNAP activators: 1.3; WT yeast gro inh: -7; XIAP displacement: -10%; Myeloid diff 2: inactive; WT yeast gro inh mutant strain: 0; Myeloid diff 2 GFP+ MAC1+ %: 0.6

Assay outcomes deposited in PubChem by several laboratories.
